Compound activity: PubChem, several laboratories
TWEAK-Fn14 inh: blocks TWEAK-Fn14 interaction in a reporter cell assay | TWEAK-stimulated Fn14 reporter cells, luciferase luminescence, 8 h | inhibition, % at 10 µM | 360,000 compounds, 2% hits | AID 1159606; in the data active = inhibition above about 50%
LMP1 NFkB inh: inhibitors of Epstein-Barr LMP1-induced NF-kappaB reporter; LMP1-induced NF-kappaB luciferase reporter cells, luminescence; inhibition, % at 12.5 µM; 350,000 compounds, 0.69% hits; AID 504558; in the data active = inhibition above about 41%; inconclusive = no clear call, values can overlap the other calls;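 also: 0% = neutral control wells and 100% = reference inhibitor control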
CF NFkB block: inhibitors of cystic fibrosis induced NF-kB. KKLEB NF-kB-GFP reporter, PAF-induced, GFP fluorescence overnight. inhibition, % at 5 µM. 360,000 compounds, 0.86% hits;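 active = at least 50% inhibition at 5 µM, scaled per plate between neutral and stimulator controls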;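 also: PAF is a Pseudomonas aeruginosa culture filtrate used as stimulus; plate controls were PAF-stimulated DMSO wells for no effect and unstimulated DMSO wells for full effect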
SRC1 inh: human NCOA1 inhibition; 360,000 compounds, 0.12% hits; AID 588354; Q15788; inhibition, % at 3.6 µM; HEK293 GAL4-SRC1 luciferase reporter, luminescence;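 active = inhibition above the campaign mean plus 3 SD, with each screening campaign given its own cutoff, cut at about 60% in these data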;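 also: 0% = DMSO treated cells and 100% = gossypol at 36 µM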
KKLEB tox: reduces viability of KKLEB cystic fibrosis airway cells; KKLEB CF airway cells viability, ATPlite luminescence, overnight; stronger effect = lower value; cells stimulated with P. aeruginosa culture filtrate; activity change (cytotoxicity), % at 5 µM; 360,000 compounds, 0.36% hits;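 active = corrected activity change at or below -50% at 5 µM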
NR5A2 inv ag: NR5A2 inverse agonism in reporter assay | O00482 | HEK293T StAR-luciferase reporter, LRH-1 transfected, 24 h | inhibition, % at 3.6 µM | 360,000 compounds, 0.13% hits;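 active = inhibition above the mean inhibition of all tested compounds plus 3 SD, cut at about 73% in these data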;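 also: 0% = DMSO wells and 100% = reporter-only cells lacking LRH-1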
Target sequence (O00482 whole entry, looked up): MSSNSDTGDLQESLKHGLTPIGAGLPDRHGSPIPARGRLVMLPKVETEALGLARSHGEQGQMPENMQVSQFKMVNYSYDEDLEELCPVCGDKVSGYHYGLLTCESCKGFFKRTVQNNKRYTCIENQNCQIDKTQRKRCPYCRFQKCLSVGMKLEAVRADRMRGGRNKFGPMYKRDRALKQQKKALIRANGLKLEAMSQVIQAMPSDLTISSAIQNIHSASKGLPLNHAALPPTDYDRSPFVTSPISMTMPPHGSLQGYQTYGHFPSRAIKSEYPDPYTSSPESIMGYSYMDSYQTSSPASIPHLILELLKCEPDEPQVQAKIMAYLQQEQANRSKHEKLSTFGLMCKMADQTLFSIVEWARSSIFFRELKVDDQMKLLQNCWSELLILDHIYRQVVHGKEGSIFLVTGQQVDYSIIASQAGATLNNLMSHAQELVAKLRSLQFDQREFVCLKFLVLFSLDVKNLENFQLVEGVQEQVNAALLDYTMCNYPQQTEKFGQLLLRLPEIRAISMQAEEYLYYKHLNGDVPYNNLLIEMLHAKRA
Shn3 inh set2: inhibitors of Schnurri-3 3'UTR reporter in osteoblasts; Clone20 osteoblast Shn3 3'UTR firefly luciferase, 24 h; inhibition, % at 12.5 µM; 360,000 compounds, 0.52% hits;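 active = mean inhibition of at least 75% with every replicate also reaching 75%; inconclusive = mean inhibition at least 75% but some replicate below; inactive = mean inhibition below 75%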;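 also: 0% = median of neutral control wells and 100% = pilot-screen positive control compound; some compounds past the cut are filed as inactive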
TRAIL sens C8: sensitizes caspase-8 expressing cells to TRAIL; 360,000 compounds, 1% hits; inhibition (viability loss, TRAIL sensitization), % at 10 µM; AID 624354; NB7+C8 cells + TRAIL, ATPlite viability luminescence;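 active = compounds causing at least 50% loss of cell viability in the single-dose screen, relative to plate controls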
NR2F2 inh: blocks human COUP-TFII nuclear receptor; P24468; HEK293T NGFI-A luciferase reporter, luminescence; inhibition, % at 8.6 µM; 370,000 compounds, 0.7% hits;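 active = inhibition above a per-plate cutoff, mean inhibition of test wells between control levels plus 3 SD, cut at about 38% in these data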;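 also: cells cotransfected with COUP-TFII expression vector driving the NGFI-A reporter; 0% = median of COUP-TF2 test wells and 100% = reporter-only cells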
Target sequence (P24468 whole entry, looked up): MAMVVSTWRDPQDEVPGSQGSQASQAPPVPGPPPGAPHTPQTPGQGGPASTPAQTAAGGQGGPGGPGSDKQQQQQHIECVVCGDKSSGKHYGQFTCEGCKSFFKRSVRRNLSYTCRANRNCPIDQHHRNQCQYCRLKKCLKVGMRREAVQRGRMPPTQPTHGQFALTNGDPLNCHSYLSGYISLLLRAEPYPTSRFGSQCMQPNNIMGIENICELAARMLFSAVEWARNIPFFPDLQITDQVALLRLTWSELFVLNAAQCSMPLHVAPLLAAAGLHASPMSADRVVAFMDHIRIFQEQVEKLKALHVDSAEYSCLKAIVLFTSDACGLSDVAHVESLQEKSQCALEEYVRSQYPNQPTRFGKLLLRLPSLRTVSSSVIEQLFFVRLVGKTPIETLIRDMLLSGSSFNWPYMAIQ
TROY signal inh: blocks TROY-dependent signaling in reporter cells; 360,000 compounds, 0.98% hits; Q293 LMP1-TROYcd NF-kB luciferase reporter, 4 h; AID 1347056; inhibition, % at 10 µM;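 active = compounds whose plate-normalised and pattern-corrected inhibition of the luciferase reporter signal at the single screening dose is 50% or more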
NCOA3 inh: human NCOA3 inhibition. HEK293 GAL4-SRC3 luciferase reporter, luminescence. Q9Y6Q9. inhibition, % at 3.6 µM. 360,000 compounds, 0.17% hits. AID 588352;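 active = inhibition above a per-campaign cutoff, the mean of all compounds plus 3 SD, cut at about 60% in these data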;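 also: 0% = DMSO-treated cells and 100% = gossypol-treated cells at 36 µM; higher means less SRC3-driven luciferase light from the GAL4 reporter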
Active calls of the source: *; u = inconclusive; x = not tested or not shown. Some of the compounds tested. The share of hits here may be higher or lower than overall.

Screens in order – TWEAK-Fn14 inh	LMP1 NFkB inh	CF NFkB block	SRC1 inh	KKLEB tox	NR5A2 inv ag	Shn3 inh set2	TRAIL sens C8	NR2F2 inh	TROY signal inh	NCOA3 inh
- C=C(C)C1(CCCC)C(=O)NC(=S)NC1=O
 : -15	-5	15	-7	8	-8	-11	6	7	-11	9
- CC(=NC1CCN(Cc2ccccc2)CC1)c1c(O)n(C)c(=O)n(C)c1=O
 : 0	4	7	4	2	-2	16	-5	-7	-27	10
- CC[C@H](C)/C=C(C)/C=C/C1=CC2=C(Cl)C(=O)[C@@](C)(OC(C)=O)C(=O)C2=CO1
 : 10	-1	-12	x	3	x	2	-19	x	-6	x
- COC(=O)C1=C(c2ccc(F)cc2F)C[C@@H]2CC[C@H]1N2C(=O)NCCO
 : 4	-1	1	-15	0	-6	-23	17	3	4	15
- Cc1ccccc1CN1CCN(Cc2ccccc2)CC1
 : -4	1	3	9	-2	-3	-7	11	6	0	19
- COc1ccccc1-n1c(O)c(C=Nc2c(C)n(C)n(-c3ccccc3)c2=O)c(=O)[nH]c1=O
 : -5	3	21	-1	4	-1	4	-6	-7	-8	-4
- O=c1c2ccccc2nc(CSc2ncnc3nc[nH]c23)n1-c1ccc(Cl)c(Cl)c1
 : 21	13	1	-3	-6	-2	20	45	-16	-24	-2
- CCN(CCCl)Cc1ccccc1Br
 : 8	7	-2	4	16	-14	-18	3	1	5	3
- O=[N+]([O-])c1cc(O)c(O)c([N+](=O)[O-])c1
 : -1	-3	12	-10	2	-9	-10	2	2	-9	-6
- C#CCN(C)C(C)Cc1ccccc1 (stereo not drawn)
 : 6	0	-17	0	12	30	-25	6	7	-5	-9
- Cn1cc(C(=O)OCC(=O)NC2(C#N)CCCCC2)c2ccccc21
 : -5	-3	21	11	-8	-3	2	-9	-22	-7	9
- C[C@]12CCC3C(CC[C@H]4C[C@H](O)[C@H](O)C[C@]34C)C1CC[C@@H]2O (stereo partly drawn)
 : 21	5	-5	-7	-3	-22	8	3	-3	1	-16
- CC(C)CN1CCN(Cc2cccc3c2OCO3)CC1CCO (stereo not drawn)
 : 3	2	-10	7	15	-2	7	16	-4	-4	0
- CC1=C(C)CC2(CC1)C(=O)NC(=O)NC2=O
 : 5	-18	-21	-11	20	26	-41	-20	13	0	-9
- CCS(=O)(=O)N1CCCC(C(=O)N2CCC3(CC2)OCCO3)C1 (stereo not drawn)
 : 3	5	-1	-4	-11	-7	-16	-2	-3	3	-34
- COC(=O)C1=C(N)Oc2c(c(=O)oc3ccccc23)[C@]12C(=O)N(C)c1ccccc12
 : 7	4	12	-3	0	10	-8	-1	2	4	2
- CSc1ccccc1C(=O)C1CCCN(Cc2cccc(C)n2)C1 (stereo not drawn)
 : -3	-3	-9	-23	4	10	14	-2	9	-5	-3
- COc1ccc(C(=O)N2Cc3cnnn3-c3ccccc3C2C#N)cc1 (stereo not drawn)
 : 2	3	-2	6	0	-7	-16	-7	5	4	6
- c1ccc(C(OCCN2CCN(c3ncccn3)CC2)c2ccccc2)cc1
 : -4	1	-2	7	-2	2	34	3	-1	-14	6
- CN1CC=C(c2c[nH]c3ccccc23)CC1
 : -2	-2	8	0	-6	27	8	-4	15	4	4
- CC/C=C/CC(=O)N[C@@H](c1ccccc1)[C@@H](O)C(=O)O[C@H]1C[C@@]2(O)[C@@H](OC(=O)c3ccccc3)C3[C@](C)(C(=O)[C@H](OC(C)=O)C(=C1C)C2(C)C)[C@@H](O)C[C@H]1OC[C@@]31OC(C)=O (stereo partly drawn)
 : 4	-9	5	-22	-18	7	22	15	-25	-14	5
- Cc1cc(OCC(=O)N2CCN(CC(=O)N3CCOCC3)CC2)c(C(C)C)cc1Cl
 : -10	33	-11	9	-7	-16	10	-4	1	-1	2
- CCCCNC(=O)c1c(N)n(Cc2ccc3c(c2)OCO3)c2nc3ccccc3nc12
 : 51*	-5	-7	-1	9	30	18	20	8	59*	20
- O=C(Cc1ccccc1)Oc1ccc(N2C(=O)CCC2=O)cc1
 : -5	2	-2	3	11	-3	-3	30	-6	-3	-11
- COc1ccc(S(=O)(=O)NCc2ccc(C(=O)N3CCC4(CC3)OCCO4)cc2)cc1
 : -1	9	16	19	-2	4	-16	-7	x	5	5
- O=C1NCN(c2ccccc2)C12CCN(C(c1cccs1)c1nnnn1Cc1ccccc1)CC2 (stereo not drawn)
 : 4	x	-11	4	-2	25	0	9	0	8	-7
- COc1cc2c(cc1OC)C(C(=O)NC(C)C)C1CCCCN1C2=O (stereo not drawn)
 : 0	-2	-1	6	-11	-2	8	-11	11	-3	7
- c1ccc2c[n+](CCCCCCCCCC[n+]3ccc4ccccc4c3)ccc2c1
 : 5	x	x	x	x	29	x	9	17	0	x
- CN1C(=O)N(C)C(=O)C2(Cc3ccccc3N3CCCC32)C1=O (stereo not drawn)
 : 5	x	-4	-11	-5	1	-2	12	21	3	-5
- CC1CN2C(=O)C1(c1ccccc1)C(=O)NC2=S (stereo not drawn)
 : 1	-1	8	4	1	10	-7	5	0	2	-18
- CN(C(=O)Oc1ccc(F)cc1)c1ccccc1
 : 7	1	1	-33	-5	15	-7	-11	4	-16	13
- CCCCNC(=O)Nc1ccc(C(O)(C(=O)OC)C(F)(F)F)cc1 (stereo not drawn)
 : -31	-1	-4	-10	-27	-31	24	9	-17	-17	-17
- CNC(=O)Oc1cc2c(cc1C(C)(C)C)CCC2
 : -22	-7	27	6	6	14	4	-9	6	18	9
- CC(c1ccc(F)cc1)n1cc(C(=O)NCc2ccc3c(c2)OCO3)nn1 (stereo not drawn)
 : -12	2	2	-7	5	1	5	3	1	-3	2
- S=C(N1CCCCCC1)N1CC1
 : -1	0	-7	8	-3	22	10	4	-6	13	6
- CCOP(=O)(OCC)C(NS(=O)(=O)c1ccccc1)C(Cl)(Cl)Cl (stereo not drawn)
 : 17	-4	8	1	4	-16	-3	2	-2	16	4
- Cc1ccc(O)c(CN2CCN(c3ccccc3)CC2)c1
 : -9	5	5	5	-3	1	-5	18	3	-3	8
- O=P1(NCCCl)OCCC(OO)N1CCCl (stereo not drawn)
 : 3	x	x	x	x	4	x	-1	4	-18	x
- Cc1ccc(-c2cc(C(=O)N3CCC4(CC3)OCCO4)no2)cc1
 : -5	-13	-5	-18	-1	-12	0	-23	-12	-40	-31
- COC(=O)C1=C(c2cccc(OC)c2OC)C[C@@H]2CC[C@H]1N2C(=O)NC(C)C
 : 2	u	2	6	7	-35	-5	6	-8	-5	-20
- COc1ccc(OC)c(C2=NOC(C(=O)N3CCC4(CC3)OCCO4)C2)c1 (stereo not drawn)
 : 9	4	-5	-15	5	-14	4	7	5	3	6
- Fc1cccc(F)c1CN1CCN(c2ccc(Cl)cc2)CC1
 : -9	-2	16	-6	-9	0	7	11	-2	6	0
- C=CCN1C(=O)c2ccccc2Sc2ccc(C(=O)N3CCC4(CC3)OCCO4)cc21
 : 1	-3	-16	3	6	-2	27	11	x	8	0
- COC(=O)C1=C(c2ccc(F)cc2F)C[C@@H]2CC[C@H]1N2C(=O)NCCOc1ccc(OC)cc1
 : -9	4	15	-8	22	2	9	-5	x	-29	-13
- COc1ccc2nc3oc(C(=O)N4CCC5(CC4)OCCO5)cc3cc2c1
 : 15	-9	8	-14	10	11	-14	5	3	-35	9
- Cc1cccc(OCC(O)CN2CC2)c1 (stereo not drawn)
 : 13	-8	6	-2	-13	-6	-15	-10	8	-18	8
- O=c1c2ccccc2nc(CNc2ccccc2)n1-c1ccccc1
 : 2	2	-23	-3	20	0	x	-19	-6	4	5
- CCCNC(=O)N1[C@H]2CC[C@@H]1C(C(=O)OC)=C(c1ccc(S(C)(=O)=O)cc1)C2
 : -3	1	4	2	-4	7	8	10	-1	5	2
- CC12CCC3c4ccc(OC(=O)N(CCCl)CCCl)cc4CCC3C1CCC2O (stereo not drawn)
 : 25	5	12	11	-6	19	42	-5	-15	13	-5
- CCOC(=O)C1C(=O)N(C)C2(C)CC1c1ccccc1O2 (stereo not drawn)
 : 8	-2	-8	-11	9	-27	-3	-7	-3	-8	-2
- CNCCc1nc(N)n[nH]1
 : 11	2	-1	-4	-8	13	-19	-20	-25	15	22
- Fc1cccc(F)c1-c1nc(-c2ccc(Cl)cc2)no1
 : -38	-56	4	-51	-5	-28	-94	11	-22	-68	-55
- COC(=O)C1=C(c2ccc(C(C)=O)cc2)C[C@@H]2CC[C@H]1N2C(=O)NCCNC(C)=O
 : 0	4	-4	3	-5	10	7	-2	11	-11	-9
- COc1cc2c(c(OC)c1O)-c1ccc(OC)c(=O)cc1C(NC(=O)C(F)(F)F)CC2 (stereo not drawn)
 : -17	-11	51*	4	-23	18	20	8	-63	20	21
- Nc1ccc(Sc2ccc(N)cc2)cc1
 : -20	-13	-3	0	-2	2	-3	-1	-3	-6	-23
- COc1ccc(-n2nnnc2C(c2ccnc3ccccc23)N2CCC3(CC2)C(=O)NCN3c2ccccc2)cc1 (stereo not drawn)
 : 4	x	11	4	-15	-16	-25	0	9	-8	0
- CC/C(=N\Nc1ccccc1)c1c(O)[nH]c(=O)[nH]c1=O
 : 4	-3	7	4	-11	-3	13	-15	-14	-9	33
- CN(C)C(Cc1ccccc1)C(=O)c1ccc(-c2ccccc2)cc1 (stereo not drawn)
 : -16	6	-12	-4	1	3	18	20	0	-25	-7
- CNC1(c2ccccc2Cl)CCCCC1=O (stereo not drawn)
 : -5	2	-17	10	-1	7	14	-7	3	-1	-10
- CCCCn1c(NS(=O)(=O)c2ccccc2)c(C(=O)OCC)c2nc3ccccc3nc21
 : 80*	4	0	6	8	39	19	1	30	69*	26

The results go on:
Screens in order – TWEAK-Fn14 inh	LMP1 NFkB inh	CF NFkB block	SRC1 inh	KKLEB tox	NR5A2 inv ag	Shn3 inh set2	TRAIL sens C8	NR2F2 inh	TROY signal inh	NCOA3 inh
- CCOC(=O)c1sc(/N=C/c2c(O)n(-c3cccc(C)c3)c(=O)[nH]c2=O)c(C#N)c1C
 : 3	1	-25	-3	6	-5	-39	5	8	3	1
- CCOC(=O)c1c(C)n(Cc2ccco2)c2ccc(OC)cc12
 : -1	-3	1	-15	-7	-12	28	-6	10	-20	12
- CCCC1=C(C(=O)OCC)C2(C(=O)Nc3ccccc32)C(C#N)=C(N)O1 (stereo not drawn)
 : 5	-3	7	-9	2	-17	-1	3	-1	-2	-2
- COc1ccc(CCn2c(O)c(C=NCCCO)c(=O)[nH]c2=O)cc1OC
 : -1	-2	-6	-16	-9	11	-8	-10	-10	-15	-9
- O=C(O)c1cccc2nc3ccccc3nc12
 : -14	2	20	-4	10	25	-16	-13	-4	10	16
- CC[N+](CC)(CC)CCCCCCCCCC[N+](CC)(CC)CC
 : 2	3	10	-4	8	13	-29	-25	13	-10	-4
- O=C(c1ccco1)c1cn(Cc2ccccc2Cl)c2ccccc12
 : -20	9	7	0	-9	10	-18	-5	-11	-8	13
